TAG inh – reduces triacylglycerol accumulation in H9c2 cells | Nile Red lipid (TAG) fluorescence; cells loaded with 200 µM oleic acid | 230,000 tested, 0.66% active | inhibition, % at 12.5 µM;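 active = pattern-corrected inhibition of lipid staining of at least 50% with the nuclear-stain viability signal not falling by more than 50%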;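 note: 0% = DMSO wells and 100% = triacsin C control wells; some results filed as inactive read as strong as hits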
TAG inh DAPI viability – further read-out of TAG inh, marked with its call; DAPI nuclei signal change (viability), lower = more cytotoxic, %;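 whole-well DAPI fluorescence read on a plate reader as a viability signal; minus 50 percent equals half of cells still viable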
The depositor's hits bear a star. These rows are one share of the data; the hit share may differ from the screen's.

Every second line gives: TAG inh	TAG inh DAPI viability
O=C(O)CCC(=O)Nc1ccc(Cc2ccc(NC(=O)CCC(=O)O)c(O)c2)cc1O
→ 3	-10
O=C(C1CCCN1S(=O)(=O)c1ccc(Cl)cc1)N1CCN(c2ccccc2)CC1 (centres undefined)
→ 3	-6
Cc1ccc(OCC(=O)c2cc(C)n(CC(F)(F)F)c2C)c([N+](=O)[O-])n1
→ 10	-14
O=C(c1ccc(N2CCN(C(=O)c3ccc(F)c(F)c3)CC2)cc1)c1cccc(F)c1
→ 21	-4
CCc1cccc2c(C(=O)Cn3nnc(-c4ccc(OC)c(OC)c4)n3)c[nH]c12
→ 11	8
CC(C)(C)OC(=O)C[C@H]1C/C=C\C[C@@H](CC(=O)N(CCO)Cc2ccccc2)C(=O)N[C@@H](c2ccccc2)COC1=O
→ 17	-5
C[C@@H]1CN([C@H](C)CO)C(=O)c2c(c3ccccc3n2C)-c2ccccc2CO[C@@H]1CN(C)Cc1ccc(O)cc1
→ 41	-10
O=C(NCCN1C(=O)C2C3C=CC(C3)C2C1=O)NCc1ccccc1 (centres undefined)
→ -12	-3
CCc1ccc(C(=O)NNC(=O)Cn2c(=O)cnc3ccccc32)cc1
→ -9	1
O=C(NCCN1CCN(c2ccccc2)CC1)c1ccc(NC(=O)C2CCCO2)cc1 (centres undefined)
→ -18	9
Cc1nn(C)c(C)c1NC(=O)c1ccccc1NC(=O)Nc1ccccc1
→ 3	-1
CN(C)S(=O)(=O)N1CCC(Oc2cccc(C(=O)NC3CCCCCC3)c2)CC1
→ -16	1
Cc1ccc(CNS(=O)(=O)c2cn(C)c(=O)n(C)c2=O)cc1
→ 2	2
Cc1cc(C)c(OCC(=O)N/N=C/c2ccco2)c(C)c1
→ -3	1
CCN(C)Cc1c(C(=O)N2CCc3ccccc3C2)nc2ccc(Cl)cn12
→ -4	2
COC1OC2COC(c3ccccc3)OC2C2OC(c3ccccc3)OC12 (centres undefined)
→ -5	-6
O=C(CCC(=O)N(c1cccc(F)c1)C(C(=O)NC1CCCC1)c1ccncc1)Nc1cccnc1 (centres undefined)
→ -2	4
COc1ccc(S(=O)(=O)N2CCN(CC(=O)N3CCNC3=O)CC2)cc1OC
→ -7	4
Cc1cccc(CC2CC(=O)N(c3nc4ccccc4s3)C2=O)c1 (centres undefined)
→ 1	2
CC(=O)N1CCN=C1SCc1ccccc1F
→ -1	-9
CCOc1ccc2oc(C(=O)N3CC(C)OC(C)C3)c(C)c2c1 (centres undefined)
→ -6	-7
Cc1cc(C)c(OCC(=O)Nc2cc(C(=O)O)cc(C(=O)O)c2)cc1C
→ 12	-13
CC(=O)/C=C/c1ccc2ccccc2n1
→ 4	-9
O=C(CCN1C(=O)C2(OCCO2)c2ccccc21)c1ccccc1
→ 9	-15
CSc1ccccc1NC(=O)Cn1nnc(-c2ccc(S(C)(=O)=O)cc2)n1
→ 2	1
CC(OC(=O)C1COc2ccccc2O1)C(=O)c1ccccc1 (centres undefined)
→ -1	-10
Cc1ccsc1/C=C1/SC(=O)N(CC(=O)N2CCCC2)C1=O
→ 10	-5
Cc1nnc(SCc2ccccn2)n(N)c1=O
→ 9	-5
N=C1C(c2nc3ccccc3c(=O)[nH]2)=C(O)CN1CCc1ccccc1
→ -4	4
CCN(CC(=O)NCc1cccs1)S(=O)(=O)c1ccc(F)c(F)c1F
→ -8	1
Cc1nnc(SCC(=O)Nc2cc(S(=O)(=O)N3CCOCC3)ccc2C)s1
→ -2	-4
C=CCOC(=O)C1=C(C)NC(C)=C(C(=O)OCC=C)C1c1ccco1
→ -22	3
C/C(=N\N=C1\NC(=O)C(Cc2ccccc2)S1)c1ccccc1 (centres undefined)
→ 12	-3
CC1CCCCN1C(=O)CSc1nc(-c2ccccc2)cn1N (centres undefined)
→ 2	-7
CCOC(=O)C1=CNS(=O)(=O)NC1c1ccc(C)cc1 (centres undefined)
→ 7	-5
O=CN1CCN(C(C(=O)NC2CCCC2)c2ccc(Cl)cc2)CC1 (centres undefined)
→ 3	-17
COc1ccc(OCC(O)CON2C(=O)c3ccccc3C2=O)cc1 (centres undefined)
→ -1	6
Cc1occc1C(=O)N/N=C/C=C/c1ccccc1[N+](=O)[O-]
→ 1	1
CCOC(=O)C1(Cc2ccccc2C(F)(F)F)CCN(C(=O)c2cc(C)n(C)n2)CC1
→ 0	-5
Cc1cn(CC(=O)NCc2ccccn2)c(=O)[nH]c1=O
→ -6	11
CC(C)CCn1c(COc2ccccc2)n[nH]c1=S
→ 2	-3
COc1ccc(C(=O)N/N=C(\C)c2cccc(NC(=O)c3ccc(F)cc3)c2)c(OC)c1
→ 15	7
Cc1cnc(C(=O)NCCc2ccc(S(=O)(=O)NC(=O)NC3CCCCC3)cc2)cn1
→ -11	0
Cc1onc(-c2ccccc2)c1C(=O)NNC(=O)c1ccccc1O
→ -7	-18
S=C(CN1CCCC1=S)NCCc1ccccc1
→ -6	9
COc1ccc(C(=O)Nc2ccccc2C(=O)NC(Cc2ccc(O)cc2)C(=O)NNC(=O)c2ccncc2)cc1 (centres undefined)
→ 1	-2
CC(/C=C/c1ccccc1)=N\NC(=O)C1CC1(C)c1ccccc1 (centres undefined)
→ -25	-3
O=C(Nc1c2c(nn1-c1ccccc1)CS(=O)(=O)C2)c1cc2ccccc2o1
→ -1	4
CC(C)NC(=O)C1(C)Cc2c(-c3cccc(C(N)=O)c3)ccnc2O1 (centres undefined)
→ 0	6
Cc1cc(N2CCOCC2)ccc1/C=C1\SC(=O)N(C(C)C)C1=O
→ 20	12
Nc1nc(SCc2ccc(Br)cc2)c2ncn(C3OC(CO)C(O)C3O)c2n1 (centres undefined)
→ 2	3
COc1ccc(NC(=O)CSc2nnc3n2CCCCC3)cc1
→ -2	1
CC(C)Cn1c(N)c(C(=O)COC(=O)[C@H](C)NC(=O)c2ccccc2Cl)c(=O)n(C)c1=O
→ -11	1
Cc1ccc(CNC(=O)c2ccc(S(=O)(=O)N3CCCCCC3)cc2)cc1
→ 0	-18
Cc1ccc(-c2csc3ncn(C(C)C(=O)O)c(=O)c23)cc1 (centres undefined)
→ -6	3
COC(=O)c1ccc(Cn2ccc(=O)[nH]c2=O)cc1
→ 1	-1
O=C1C2CCCCN2C(=O)N1CCCCN1CCN(c2ccc([N+](=O)[O-])cc2)CC1 (centres undefined)
→ -3	-3
COc1cccc(NC(=O)CC2COc3ccccc3O2)c1 (centres undefined)
→ -3	-3
C=CCN1CCc2nc(N)sc2CC1
→ -3	-1
Cn1c(C(=O)NCCc2ccsc2)cc2c(=O)n(C)c3ccccc3c21
→ 10	6

Profiles, looked up by structure. Values in the order: TAG inh, TAG inh DAPI viability
COc1cccc(NC(=O)CC2COc3ccccc3O2)c1 (centres undefined) across the screens: -3, -3
COC(=O)c1ccc(Cn2ccc(=O)[nH]c2=O)cc1 across the screens: 1, -1

(continued)
Every second line gives: TAG inh	TAG inh DAPI viability
S=c1[nH]nc(-c2ccc(Cl)cc2Cl)n1-c1ccc2c(c1)OCCO2
→ -1	-5
Cc1cc(C)c2c(NC(=S)Nc3ccccc3)n[nH]c2n1
→ -2	8
COc1c(C=O)c2c(c(OC)c1OC)-c1ccc(OC)c(=O)cc1C(NC(C)=O)CC2 (centres undefined)
→ 42	-10
CC1(C(=O)NS(=O)(=O)c2ccc(Br)cc2)CCN1C(=O)C1CCCCC1 (centres undefined)
→ 2	0
CC(=O)Nc1ccccc1OCC(=O)c1ccc2c(c1)OCO2
→ -40	-1
CC(O)CNc1nc2ccccc2n1CC(=O)NCC(F)(F)F (centres undefined)
→ -5	5
CCCCN1C(=O)/C(=C/C=C2/CC(C)(C)CN2C)SC1=S
→ -37	4
COc1ccc(C(=O)C2CCCN(Cc3ccc(C#CCCO)cc3)C2)c(OC)c1 (centres undefined)
→ 14	9
Cc1c2ccccc2c(C)c2c1ccc1ccccc12
→ -2	2
Cc1ccc(/C=N/n2nnnc2N)cc1[N+](=O)[O-]
→ 9	-3
O=C(CN(Cc1ccc(F)cc1)C(=O)CCC(=O)Nc1ccccn1)NCc1ccco1
→ -18	5
CC(=O)Nc1ccc(S(=O)(=O)NCC(=O)N2CCN(S(=O)(=O)c3cccs3)CC2)cc1
→ -9	7
O=[N+]([O-])c1cccc(S(=O)(=O)Nc2ccc(S(=O)(=O)Nc3nccs3)cc2)c1
→ 16	-5
CC(=O)NC(CCS(C)(=O)=O)C(=O)Nc1ccc(Cl)c(Cl)c1 (centres undefined)
→ 15	-3
CCCS(=O)(=O)C/C(N)=N/OC(=O)c1ccc(Cl)cc1
→ 1	1
O=[N+]([O-])c1ccc(O)c(/C=N/Nc2ccc(Cl)nn2)c1
→ -69	8
COc1ccc(S(=O)(=O)N2CCOCC2)cc1NC(=O)COc1ccccc1
→ 16	0
Cc1cc(-c2nnnn2-c2ccc(F)cc2)no1
→ 3	0
Clc1ccc(CN2CCN(c3ccccc3)CC2)cn1
→ 11	-3
CCOc1cc(C2C(C(=O)O)c3cc(OCC)c(OCC)cc3C(=O)N2C)ccc1O (centres undefined)
→ -6	9
O=C(CCC1CCCN(C(=O)Cn2cnnn2)C1)NCc1ccc(F)c(F)c1 (centres undefined)
→ 2	6
Cc1nc(N2CCOCC2)c2c3c(sc2n1)CCC3
→ 2	3
Cc1nc2ccc(NC(=O)c3ccc(N4C(=O)CCC4=O)cc3)cc2s1
→ -18	0
Cc1cccc(C(=O)NN2C(=O)C3C(c4ccccc4)C=CC(c4ccccc4)C3C2=O)c1 (centres undefined)
→ 11	-7
O=C(COc1ccccc1C(=O)NCc1ccccn1)Nc1ccc(Br)cc1
→ -8	-8
CS(=O)(=O)c1ccccc1-c1nnc(NC(=O)C2=COCCO2)o1
→ 7	-6
Cc1sc2c(c1C)C(=O)NC(c1ccccc1F)N2 (centres undefined)
→ 1	-6
CS(=O)(=O)N1CCC(C(=O)Nc2cccc([N+](=O)[O-])c2)CC1
→ -4	11
O=C1NC(c2ccc(Cl)cc2)Nc2ccccc21 (centres undefined)
→ 9	-4
COc1ccccc1/C=C/C(=O)OCc1nc2ccccc2c(=O)[nH]1
→ 14	-3
COc1ccc(NC(=S)N2CCC(N(C)CCN3CCOCC3)CC2)cc1
→ -1	-5
CCC(C)NC(=S)NNC(=O)c1ccncc1 (centres undefined)
→ 3	-8
Cc1cccc(NC(=O)CNC(=O)CSc2nnc(C(F)(F)F)n2C)c1C
→ 3	-3
CCCCn1c(N)c(N(CC)C(=O)c2cnc(C)cn2)c(=O)[nH]c1=O
→ 16	-2
c1ccc(CNCC2COc3ccccc3O2)cc1 (centres undefined)
→ -5	12
Cc1cc(NC(=O)c2ccc3c(c2)OCCO3)no1
→ -1	-7
CCn1c(N2CCN(C(=O)NC3CCCCC3)CC2)nc2ccccc21
→ 2	13
CCOC(=O)c1sc(N)c(C#N)c1CSc1nnc(C2CCCCC2)n1N
→ 24	-28
CCn1c(=O)c(C(=O)NCc2ccc(OC)cc2)c(O)c2ccccc21
→ 4	-7
O=C(CSc1ncccn1)NC(=O)Nc1ccc2c(c1)OCCO2
→ -1	1
COc1ccc(CC(=O)NC(C)c2nnc(SCCC(=O)Nc3ccccc3)n2C)cc1 (centres undefined)
→ 6	0
Cc1ccc(C)c(NC(=O)CSc2nnc(CSc3nc(C)cc(C)n3)n2Cc2ccco2)c1
→ 0	-5
CCOC(=O)N1CCN(C(=O)CSCc2ccccc2C)CC1
→ 1	6
O=C(O)COc1ccccc1/C=N/NC(=O)CNC(=O)c1ccc(F)cc1
→ -5	11
O=C(NCCCc1ccccc1)c1cccc(Br)c1
→ -5	1
CCOC(=O)N1CCN(c2c(N3CCC(N4CCCCC4)CC3)c(=O)c2=O)CC1
→ 4	-3
Cc1sc2nc(CN(C(=O)c3cccs3)C3CCCC3)[nH]c(=O)c2c1C
→ -4	-2
O=C1C=C(c2cccc3c2oc2ccccc23)CCC1
→ 5	-10
CSc1nc2cc(C)nn2c(-c2ccccc2Cl)c1C#N
→ 7	5
CC(=O)N/C(N)=N/c1nc2cc([N+](=O)[O-])ccc2o1
→ -9	9
CC1(C)CC(=O)C2=C(C1)N(c1ccc(F)cc1)C(=O)CC2c1cccnc1 (centres undefined)
→ 5	-8
O=C(NCC1CCCO1)c1ccc(Br)s1 (centres undefined)
→ -20	0

16 entries from above, as a markdown table.
| Compound | TAG inh | TAG inh DAPI viability |
| --- | --- | --- |
| COc1ccc(NC(=S)N2CCC(N(C)CCN3CCOCC3)CC2)cc1 | -1 | -5 |
| CCC(C)NC(=S)NNC(=O)c1ccncc1 (centres undefined) | 3 | -8 |
| Cc1cccc(NC(=O)CNC(=O)CSc2nnc(C(F)(F)F)n2C)c1C | 3 | -3 |
| CCCCn1c(N)c(N(CC)C(=O)c2cnc(C)cn2)c(=O)[nH]c1=O | 16 | -2 |
| c1ccc(CNCC2COc3ccccc3O2)cc1 (centres undefined) | -5 | 12 |
| Cc1cc(NC(=O)c2ccc3c(c2)OCCO3)no1 | -1 | -7 |
| CCn1c(N2CCN(C(=O)NC3CCCCC3)CC2)nc2ccccc21 | 2 | 13 |
| CCOC(=O)c1sc(N)c(C#N)c1CSc1nnc(C2CCCCC2)n1N | 24 | -28 |
| CCn1c(=O)c(C(=O)NCc2ccc(OC)cc2)c(O)c2ccccc21 | 4 | -7 |
| O=C(CSc1ncccn1)NC(=O)Nc1ccc2c(c1)OCCO2 | -1 | 1 |
| COc1ccc(CC(=O)NC(C)c2nnc(SCCC(=O)Nc3ccccc3)n2C)cc1 (centres undefined) | 6 | 0 |
| Cc1ccc(C)c(NC(=O)CSc2nnc(CSc3nc(C)cc(C)n3)n2Cc2ccco2)c1 | 0 | -5 |
| CCOC(=O)N1CCN(C(=O)CSCc2ccccc2C)CC1 | 1 | 6 |
| O=C(O)COc1ccccc1/C=N/NC(=O)CNC(=O)c1ccc(F)cc1 | -5 | 11 |
| O=C(NCCCc1ccccc1)c1cccc(Br)c1 | -5 | 1 |
| CCOC(=O)N1CCN(c2c(N3CCC(N4CCCCC4)CC3)c(=O)c2=O)CC1 | 4 | -3 |
